DAT uptake mod – changed hDAT dopamine uptake under cocaine IC80, either direction, primary screen, cocaine antagonist project, cell-based, LLC-PK1 hDAT, [14C]-dopamine uptake, MLSMR | Sodium-dependent dopamine transporter (Homo sapiens), Q01959 | LLC-PK1 hDAT cells, [14C]-dopamine uptake with cocaine IC80; actives deviate in either direction | B-score at 10 µM | 110,000 tested, 1.3% active;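 active = Z score or B-score, a plate-position-corrected score, falls beyond the plate's 99.7% confidence bounds, in either direction; inactive = both scores lie inside the 99.7% bounds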;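 note: scored against the spread of the other compound wells on the same plate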
Target sequence (Q01959 whole entry, looked up): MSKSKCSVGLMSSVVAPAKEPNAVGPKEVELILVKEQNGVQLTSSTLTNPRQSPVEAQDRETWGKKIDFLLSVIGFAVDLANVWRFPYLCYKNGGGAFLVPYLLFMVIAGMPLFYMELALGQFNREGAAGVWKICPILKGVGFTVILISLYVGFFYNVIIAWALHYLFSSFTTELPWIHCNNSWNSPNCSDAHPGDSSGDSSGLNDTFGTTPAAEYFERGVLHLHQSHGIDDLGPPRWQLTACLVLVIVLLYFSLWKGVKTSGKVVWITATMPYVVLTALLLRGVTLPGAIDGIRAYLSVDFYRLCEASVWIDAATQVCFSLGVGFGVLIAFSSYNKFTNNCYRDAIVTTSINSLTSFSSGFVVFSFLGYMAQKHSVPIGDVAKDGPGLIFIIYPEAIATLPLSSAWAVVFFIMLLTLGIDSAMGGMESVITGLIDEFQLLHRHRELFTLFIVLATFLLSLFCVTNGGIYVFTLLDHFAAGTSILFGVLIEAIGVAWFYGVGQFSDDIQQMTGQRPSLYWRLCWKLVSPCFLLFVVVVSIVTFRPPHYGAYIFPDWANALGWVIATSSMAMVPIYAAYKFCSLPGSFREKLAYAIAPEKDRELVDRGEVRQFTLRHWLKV
* = called active by the depositor. An excerpt; rates above refer to the full screens.

DAT uptake mod	SMILES
-0.21	COC(=O)c1c(-c2ccc(OC)cc2)oc2ccc(-c3cc(OC)c(OC)c(OC)c3)cc12
-1.2	COc1cc(O)c(C(CCN2CCCC(C)C2)c2cc(OC)c(OC)c(OC)c2)c(OC)c1 (centres undefined)
-0.92	CCOC(=O)c1nc(C)c(C(C)=O)s1
0.0075	CCO[C@@H]1OC(C(=O)N2CCN(C)CC2)=C[C@H](c2coc3ccccc3c2=O)[C@H]1CCCO
1.3	O=C(C1=C[C@H](C2CCCCC2)C[C@H](OCc2ccc(CO)cc2)O1)N1CCN(Cc2ccccc2)CC1
-0.017	NC(=O)CC(NC(=O)c1ccc(Br)cc1)c1ccc(N2CCN(c3ccc(F)cc3)CC2)c([N+](=O)[O-])c1 (centres undefined)
-0.058	CCOC(=O)COc1cccc2c(=O)n(CC(=O)NCCc3ccc(OC)c(OC)c3)ccc12
0.52	COC(=O)C1=C(C(=O)OC)[C@@H]2Nc3ccccc3[C@@]23C[C@@H](C(=O)OC)N(C(=O)NC2CCCCC2)C3=N1
-0.11	Cc1ccc(CN2C(=O)[C@@H]3Cc4c([nH]c5ccccc45)C(C)(C)N3C2=O)cc1
-1.7	O=C(NCC1CC1)C1(C(F)(F)F)C/C(=C\Cc2ccccc2)CCCO1 (centres undefined)
0.21	CS(=O)(=O)c1ccc(CNC(=O)C2(C(F)(F)F)CC(CCCO)CCCO2)cc1 (centres undefined)
-0.66	CC1(c2nnc(-c3ccncc3)o2)CC(c2ccccc2)=NO1 (centres undefined)
-0.77	Cc1cccn2cc(CCNS(=O)(=O)c3ccc([N+](=O)[O-])cc3)nc12
0.67	CN1CCN(C(=O)C2=C[C@@H](c3coc4ccccc4c3=O)C[C@@H](OCc3ccc(CO)cc3)O2)CC1
-0.82	NC1=NC[C@H](Cc2ccc(O)cc2)N1CC1CCCCC1
0.44	COC(=O)c1ccc(C2=NOC(C)(c3sc(-c4ccc(Cl)cc4)nc3C)C2)cc1 (centres undefined)
1.6	COC(=O)c1c(-c2ccsc2)oc2ccc(-c3cc(OC)c(OC)c(OC)c3)cc12
-0.77	C/C=C(\C)C(=O)NCCN1C2=NC[C@H](C(C)C)N2C[C@@H]1Cc1ccc(OC)cc1
0.76	O=C(CSc1nc(Cc2ccccc2)nc2ccccc12)Nc1nc2c(s1)CCCC2
0.58	COCC1=C(C(=O)OC(C)OC(=O)OC(C)C)N2C(=O)[C@@H](NC(=O)/C(=N\OC)c3csc(N)n3)[C@H]2SC1 (some centres undefined)

Continued:
DAT uptake mod	SMILES
-0.3	CCN1C(=O)N[C@@H](c2ccc(Br)cc2)C(C(C)=O)=C1C
0.37	CCc1nnc(SCc2ccc([N+](=O)[O-])cc2)nc1CC
-0.36	CS(=O)(=O)n1nc(OC(=O)c2cccs2)cc1N
0.3	Cc1c2c(nc3ccccc13)OCC2
0.44	CCOC(=O)c1c(NC(=O)CS(=O)(=O)c2cn(CC)c3ccccc23)sc2c1CCCC2
0.035	Cc1ccc(Cn2c(CCNc3nc(-c4ccc(Cl)c([N+](=O)[O-])c4)cs3)nc3cc(C(=O)NCCCO)ccc32)cc1
-0.077	COC(=O)c1cc(O)cc(OC)c1Oc1cc(C)cc(O)c1C(=O)O
0.74	COC(=O)C1=C(C(=O)OC)[C@@H]2N(Cc3ccccc3)c3ccccc3[C@@]23C[C@@H](C(=O)OC)N(C(C)=O)C3=N1
-0.17	C/C=C\C=C\C(=O)N1CC2(CC(c3cccc(NC(=O)CC)c3)=NO2)C[C@H]1C(N)=O (some centres undefined)
0.9	CC(C)N1CCc2c(sc(NC(=O)c3cc(-c4cccs4)nc4ccccc34)c2C(N)=O)C1
-0.49	O=C(NC1CC1)C1=C[C@@H](c2ccc3c(c2)OCO3)C[C@@H](OCCCCO)O1
-0.25	COc1ccc2c(c1)CC[C@@H]1[C@@H]2CC[C@]2(C)C(=O)CC[C@@H]12
1.2	COC(=O)c1sccc1NC(=O)CSc1ccccc1NS(=O)(=O)c1cc(Cl)ccc1Cl
0.032	O=C1c2ccccc2S(=O)(=O)c2cc(N3CCC4(CC3)OCCO4)ccc21
0.51	CCOC(=O)c1ccc(NC(=O)c2nc[nH]c2C(=O)N[C@@H](C)C(=O)OC(C)(C)C)cc1
-0.052	C[C@H]1CCC[C@]2(O[C@H](CCO)C[C@@H](O)[C@@H]2O)O1
-0.081	C#CCNC(=O)C1=C[C@H](c2cn(C(C)=O)c3ccccc23)C[C@H](OCc2ccc(CO)cc2)O1
0.22	CC(C)(C)C(=O)NCCc1nc2ccccc2n1CC(=O)c1ccccc1
0.3	C#CCNC(=O)C1=C[C@H](c2csc3ccccc23)C[C@H](OCc2ccc(CO)cc2)O1
0.021	CCOC(=O)C[C@H]1c2ccc(C(F)(F)F)cc2S(=O)(=O)N1C(C)C

The last three entries of the section above lead into the next.
DAT uptake mod	SMILES
0.22	CC(C)(C)C(=O)NCCc1nc2ccccc2n1CC(=O)c1ccccc1
0.3	C#CCNC(=O)C1=C[C@H](c2csc3ccccc23)C[C@H](OCc2ccc(CO)cc2)O1
0.021	CCOC(=O)C[C@H]1c2ccc(C(F)(F)F)cc2S(=O)(=O)N1C(C)C
-0.25	CC(C)C[C@H]1COCCS(=O)(=O)N1Cc1cccc(C(F)(F)F)c1
0.72	COc1ccc(S(=O)(=O)N2CCOC2CNC(=O)C(=O)NCCc2c[nH]c3ccccc23)cc1C (centres undefined)
-0.25	COc1cc2c(cc1OC)C(Cc1ccc(O)cc1)NCC2 (centres undefined)
0.25	Cc1ccc(S(=O)(=O)N2CCC(=O)N(CCOCc3ccc(Cl)cc3)CC2)cc1
0.38	O=C(Nc1ccccc1)C1=C[C@@H](c2csc3ccccc23)C[C@@H](OCc2ccc(CO)cc2)O1
-0.14	COc1ccc2[nH]c(=O)c(-c3nnn(-c4ccc(Cl)c(Cl)c4)n3)cc2c1
-0.051	Cc1nc2ccc(S(=O)(=O)NC(C(=O)NCc3ccco3)C(C)C)cc2s1 (centres undefined)
-0.83	C[C@@H]1C=C(C(=O)NCc2ccccc2)O[C@H](OCc2ccc(CO)cc2)C1
-0.28	CC(C)[C@@H]1NC(=O)c2cc([N+](=O)[O-])cc(I)c2NCCCC[C@@H](C(=O)NC(CC(=O)O)C(N)=O)NC(=O)[C@H](CO)NC1=O (some centres undefined)
-0.69	C=CC(C)(C)c1c(O)c(CC=C(C)C)c(O)c2c(=O)c3ccc(O)c(O)c3oc12
0.49	COC(=O)C1=C(C(=O)OC)[C@@H]2N(C)c3ccccc3[C@@]23C[C@@H](C(=O)OC)N(C(=O)COCc2ccccc2)C3=N1
-0.19	O=C(C1=C[C@H](C2CC2)C[C@H](OCCCCO)O1)N1CCN(Cc2ccccc2)CC1
-2.4	O=C(NCCCn1ccnc1)C(=O)NCC(c1cccnc1)N1CCN(c2ccc(F)cc2)CC1 (centres undefined)
-0.89	C[C@@H]1CC[C@]2(O[C@H](CCO)C[C@H](O)[C@H]2O)O1
0.38	O=S(=O)(NC1CCCC1)c1ccccc1Br
-1.9	COC(=O)CCC(=O)OC1(C)C(=O)C=C2C=C(C3CC3)N(Cc3ccc(OC)cc3)C=C2C1=O (centres undefined)
-0.006	CC1(OC(=O)CCc2ccccc2)C(=O)C=C2C=C(c3ccc(C#N)cc3)N(C3CCCCC3)C=C2C1=O (centres undefined)
-0.84	O=C(CCCO)CCCCCCCCC[C@H]1N[C@H](CO)[C@@H](O)[C@@H]1O
1.9	COC(=O)C1=C(C(=O)OC)[C@@H]2N(C)c3ccc(OC)cc3[C@@]23C[C@@H](C(=O)OC)N(C(=O)c2ccco2)C3=N1
0.29	COc1ncccc1-c1nnn(-c2ccc(F)cc2)n1

Other compounds:
DAT uptake mod	SMILES
1.8	Cc1cc(-c2cc(C(=O)Nc3ccccc3)on2)nc(NC2CCCC2)n1
0.048	CO[C@H]1O[C@@H]2O[C@@]3(C)CC[C@H]4[C@H](C)CC[C@@H]([C@H]1C)[C@@]24OO3
-0.28	O=C(O)/C=C/c1ccc(Cn2ccnc2)cc1
0.064	O=C(O)c1ccc(-c2noc(-c3ccccc3F)n2)cc1
-0.45	COc1cc(O)c(C(CCN2CCCC2)c2cc(OC)c(OC)c(OC)c2)c(OC)c1 (centres undefined)
0.81	NC(=O)C1=C[C@H](c2csc3ccccc23)C[C@H](OCc2ccc(CO)cc2)O1
-0.6	CCN1C(=O)[C@@H]2[C@H](C1=O)[C@@H]1CC(C(=O)OC)=C[C@@H](C(=O)OC)C3C1=C(C(=O)C3(CC)CC)[C@@H]2C (some centres undefined)
3.3	O=c1c(-c2c(O)cc(O)c3c(=O)cc(-c4ccc(O)cc4)oc23)c(-c2ccc(O)cc2)oc2cc(O)cc(O)c12
-0.29	CCO[C@H]1OC(C(N)=O)=C[C@@H](c2ccccc2)[C@@H]1CCCO
-0.54	COC(=O)C1=C(C)N(Cc2ccco2)C(=O)N[C@@H]1c1ccc(Br)cc1
0.2	Nc1nc2c(nc(Br)n2[C@@H]2O[C@@H]3COP(=O)(O)O[C@H]3[C@H]2O)c(=O)[nH]1
-0.39	CCCCCCc1cc2cc(S(=O)(=O)c3ccc(C)cc3)c(=O)oc2cc1O
0.82	O=C(NCc1ccccc1)c1onc(CSc2ccc(F)c(F)c2)c1C(=O)NCc1ccccc1
-0.061	CC(C)=CCc1cc([C@@H]2CC(=O)c3ccc(O)c(CC=C(C)C)c3O2)ccc1O
1.6	OCCOCCn1c(C(CO)Nc2nc(-c3cccc(Br)c3)cs2)nc2ccccc21 (centres undefined)
1.1	O=C(C1=C[C@H](c2ccc(C(F)(F)F)cc2)C[C@H](OCc2ccc(CO)cc2)O1)N1CCN(Cc2ccc3c(c2)OCO3)CC1
-0.13	CN1C(C(=O)NCc2ccco2)CC2Cn3c(nc4cc5ccccc5cc43)C21 (centres undefined)
-0.69	Cc1ccccc1CN1[C@@H](Cc2ccccc2)COCCS1(=O)=O
-0.7	NC(=O)[C@H]1CC2(CC(c3cccc(NC(=O)[C@H]4CCC(=O)N4)c3)=NO2)CN1C(=O)c1cc([N+](=O)[O-])cc([N+](=O)[O-])c1 (some centres undefined)
0.079	CCOC(=O)N1CCN(S(=O)(=O)c2ccc(C(=O)NNc3nc4cc(C)cc(C)c4s3)cc2)CC1

Some values from the list:
CC1(OC(=O)CCc2ccccc2)C(=O)C=C2C=C(c3ccc(C#N)cc3)N(C3CCCCC3)C=C2C1=O (centres undefined) in DAT uptake mod = -0.006
Cc1ccc(CN2C(=O)[C@@H]3Cc4c([nH]c5ccccc45)C(C)(C)N3C2=O)cc1 in DAT uptake mod = -0.11
O=C(O)/C=C/c1ccc(Cn2ccnc2)cc1 in DAT uptake mod = -0.28

The listing continues:
DAT uptake mod	SMILES
-0.93	C#CCOCCOCCOCCNc1nc(N2CCN(C(=O)[C@H](CCC(=O)O)n3cc(C(N)Cc4ccc(O)cc4)nn3)CC2)nc(N2CCN(C(=O)[C@H](CCC(=O)O)n3cc(C(N)Cc4ccc(O)cc4)nn3)CC2)n1 (some centres undefined)
-0.15	CN(C(=O)COc1ccc(Cl)cc1Cl)c1nnc(C23CC4CC(CC(C4)C2)C3)s1
2.5	CC(=O)O[C@@H]1[C@@H](O)[C@@H](O)[C@H](Oc2c(-c3ccc(O)cc3)oc3c(CC=C(C)C)c(O)cc(O)c3c2=O)O[C@H]1C
2.5	O=C(C1=C[C@H](c2csc3ccccc23)C[C@H](OCCCCO)O1)N1CCN(Cc2ccccc2)CC1
1.7	Cc1nnc(SCCN2C(=O)c3ccccc3C2=O)nc1C
0.9	CC1=C(CC(=O)O)c2cc(F)ccc2/C1=C\c1ccc(S(C)=O)cc1 (centres undefined)
-0.38	COc1cc(CCCN2C(=O)C(=O)NC[C@@H]2C(C)O)cc(OC)c1OC (some centres undefined)
1.1	COc1ccc(C(CC(=O)N2CCN(c3ccccc3)CC2)c2c(OC)cc(OC)c3c(-c4ccccc4)cc(=O)oc23)cc1 (centres undefined)
0.54	CC#CCN1c2ccccc2[C@]23C[C@@H](C(=O)OC)N(C(=O)NC(C)(C)C)C2=NC(C(=O)OC)=C(C(=O)OC)[C@H]13
0.42	O=C(O)Cc1c[nH]c2cccc(O)c12
0.029	O=C(O)c1ccc(-c2noc(-c3ccccc3C(F)(F)F)n2)cc1
1.1	CSc1nc2ccccc2s1
1.3	O=C1CC(c2ccc(O)cc2)Oc2cc(O)cc(O)c21 (centres undefined)
0.099	CC[C@H](C)[C@@H](NC(=O)O[C@@H]1C(=O)c2cc(Br)ccc2O[C@H]1c1cccc(OC)c1)C(=O)OC
-0.19	COc1ccc([C@H]2[C@H]3C=CC[C@@H](C)[C@@H]3C(=O)N2Cc2ccccc2)cc1Cl
-0.057	C=CCOC(=O)C1=C[C@@H](c2csc3ccccc23)C[C@@H](OCc2ccc(CO)cc2)O1
-0.00096	CC(=O)S[C@@H]1CC2=CC(=O)CC[C@]2(C)[C@H]2CC[C@@]3(C)[C@@H](CC[C@@]34CCC(=O)O4)[C@H]12
-0.33	C/C=C\C(=O)Nc1cccc(C2=NOC3(C2)C[C@@H](C(N)=O)N(C(=O)COc2ccc(Cl)cc2)C3)c1 (some centres undefined)
-0.13	Cn1nnc2c(C(N)=O)ncn2c1=O
-0.23	C#CCOCCOCCOCCNc1nc(N2CCN(C(=O)[C@H](CCC(=O)O)n3cc(C(N)CO)nn3)CC2)nc(N2CCN(C(=O)[C@H](CCC(=O)O)n3cc(C(N)CC(C)C)nn3)CC2)n1 (some centres undefined)
0.0027	NC(=O)C1=C[C@@H](c2csc3ccccc23)C[C@@H](OCCCCO)O1
-0.92	COc1cc2c(=O)c(-c3ccc(O)cc3)coc2cc1OC1OC(CO)C(O)C(O)C1O (centres undefined)

No new results follow: 4 of the compounds above.
DAT uptake mod	SMILES
-0.21	COC(=O)c1c(-c2ccc(OC)cc2)oc2ccc(-c3cc(OC)c(OC)c(OC)c3)cc12
-1.2	COc1cc(O)c(C(CCN2CCCC(C)C2)c2cc(OC)c(OC)c(OC)c2)c(OC)c1 (centres undefined)
-0.92	CCOC(=O)c1nc(C)c(C(C)=O)s1
0.0075	CCO[C@@H]1OC(C(=O)N2CCN(C)CC2)=C[C@H](c2coc3ccccc3c2=O)[C@H]1CCCO

High-throughput results: PubChem BioAssay, Vanderbilt High Throughput Screening Facility
